PolyA inhibitor = yeast polyadenylation inhibition | S. cerevisiae SKY197-pL101 polyadenylation reporter, beta-gal luminescence; efflux-impaired pdr1/pdr3 knockout yeast; score 100 = 6 SD above DMSO | calls only at 12 µM | actives 0.02% (n = 300,000);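 active = lowest replicate activity score at least 50, where 100 means six control SD above control mean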;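 also: yeast exposed to compound for 9 h at 30 °C; higher score means more reporter readthrough which indicates perturbed polyadenylation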
hERG protect = shields human hERG channel from block by proarrhythmic agents. Q12809. CHO-hERG, FluxOR thallium flux, dofetilide IC70 present. activation (rescue from dofetilide block), less the hit threshold, % at 10 µM. actives 0.51% (n = 310,000). AID 1511;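 active = activation above the mean of controls blocked by dofetilide plus 5 SD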;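 also: thallium influx through hERG after potassium depolarization seen as dye fluorescence rise; in these data hits start at about 4.7%; inactives centre near -7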
DYRK1A inh = Dyrk1A (rat) kinase inhibition; Q63470; actives 0.43% (n = 310,000); inhibition, % at 12.5 µM; ADP-Glo luminescence, NFATc1 peptide; in the data active = inhibition above about 50%;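 also: plate controls were vehicle with enzyme for no effect and no enzyme for full effect; many of its hits are not listed in these tables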
KCNK3 block = human KCNK3 channel inhibition, primary screen; actives 0.84% (n = 340,000); B-score at 10 µM; AID 602410; CHO-KCNK3 thallium flux, FluxOR fluorescence; hits give low values; O14649;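 active = B-score under library mean minus 4 SD, starting fluorescence ratio at most library mean plus 5 SD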;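 also: more negative B-score means stronger inhibition of thallium flux through KCNK3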
Target sequence (O14649 whole entry, looked up): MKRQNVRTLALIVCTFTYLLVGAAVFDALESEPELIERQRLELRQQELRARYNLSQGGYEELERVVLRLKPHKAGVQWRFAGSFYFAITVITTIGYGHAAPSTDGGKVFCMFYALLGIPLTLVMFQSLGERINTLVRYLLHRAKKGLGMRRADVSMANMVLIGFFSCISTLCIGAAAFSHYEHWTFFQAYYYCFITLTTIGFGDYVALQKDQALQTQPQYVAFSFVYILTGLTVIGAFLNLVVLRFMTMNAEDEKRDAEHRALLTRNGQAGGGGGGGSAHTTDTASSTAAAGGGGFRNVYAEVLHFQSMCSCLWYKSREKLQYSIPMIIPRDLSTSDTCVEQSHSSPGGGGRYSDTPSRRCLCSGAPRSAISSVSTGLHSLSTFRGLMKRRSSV
GSK3 alpha inh = human GSK-3 alpha kinase inhibition; P49840; actives 0.1% (n = 320,000); ADP-Glo luminescence, 60 min; AID 2650; inhibition, % at 10 µM;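 in the data active = inhibition above about 50%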;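 also: GST-tagged GSK-3 alpha with peptide substrate and 25 µM ATP; 0% = DMSO neutral wells and 100% = GW8510 positive control wells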
KCNQ1 pot = human KCNQ1 channel potentiation or activation | B-score at 10 µM | AID 2648 | actives 0.35% (n = 310,000) | CHO-K1 KCNQ1, thallium flux FluxOR fluorescence; hits give high values | P51787;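 active = fluorescence ratio B-score, a plate-corrected score, at least three library SD, with initial intensity B-score within 5 SD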
Target sequence (P51787 whole entry, looked up): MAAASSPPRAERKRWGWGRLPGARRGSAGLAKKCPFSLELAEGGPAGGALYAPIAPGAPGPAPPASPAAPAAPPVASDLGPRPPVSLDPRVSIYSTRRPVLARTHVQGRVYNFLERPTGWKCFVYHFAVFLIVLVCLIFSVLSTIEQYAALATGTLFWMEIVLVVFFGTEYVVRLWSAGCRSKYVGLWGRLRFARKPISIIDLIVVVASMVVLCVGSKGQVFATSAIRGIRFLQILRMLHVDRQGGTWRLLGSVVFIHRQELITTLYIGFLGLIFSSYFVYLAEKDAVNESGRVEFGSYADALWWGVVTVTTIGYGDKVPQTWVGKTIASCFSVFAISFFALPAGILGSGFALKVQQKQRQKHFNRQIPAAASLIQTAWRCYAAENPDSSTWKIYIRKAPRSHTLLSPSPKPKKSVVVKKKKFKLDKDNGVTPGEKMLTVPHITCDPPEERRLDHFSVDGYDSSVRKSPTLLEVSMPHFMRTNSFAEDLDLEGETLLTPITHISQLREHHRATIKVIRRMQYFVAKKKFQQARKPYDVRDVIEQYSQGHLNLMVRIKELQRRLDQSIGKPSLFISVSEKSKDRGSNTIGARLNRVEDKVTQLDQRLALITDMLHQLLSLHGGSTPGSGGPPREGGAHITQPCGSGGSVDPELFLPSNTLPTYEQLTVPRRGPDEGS
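System: Stable KCNQ1 CHO-K1 line | Incubation: 90 min dye loading and 20 min compound exposure, both at room temperature | Measure: Ratio B score | Medium: Assay buffer for compound exposure, DMSO matched across wells | Compound dosing: Single-concentration screen | Probe or stimulus: K+/Tl+ depolarizing stimulus | Measured by: Kinetic FluxOR fluorescence, 10 s baseline plus 110 s post-stimulus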
GSK3B inh = inhibitors of human GSK3beta kinase | P49841 | actives 0.038% (n = 300,000) | GST-GSK3beta kinase, ADP-Glo luminescence, 60 min; hits give low values | activity score (negative = inhibition), % at 10 µM;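 active = more than half of replicate wells score below -50%, meaning over 50% inhibition versus plate controls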;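 also: 0% = median DMSO wells and -100% = median GW8510 positive control wells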
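Test system: GST-tagged human GSK3beta kinase, cell-free; evaluation: activity score scaled between in-plate DMSO and GW8510 controls; measured by: ADP-Glo luminescence; incubation: 60 min reaction, RT; benchmarks: DMSO and 20 µM GW8510; reagent: peptide substrate plus 25 µM ATP (final); medium: Tris/MgCl2 kinase buffer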
HDAC3 inhib = human HDAC3 inhibition. recombinant HDAC3, fluorogenic peptide/trypsin coupled, fluorescence. inhibition, % at 8.3 µM. actives 0.15% (n = 320,000). O15379. AID 2718; in the data active = inhibition above about 26%, passing the limit was not always enough
KCNK9 block = human KCNK9 channel inhibition. HEK293 KCNK9, FluxOR thallium flux fluorescence; hits give low values. actives 1.2% (n = 310,000). B-score at 10 µM. AID 488922;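 active = ratio B-score over 3 SD below the library mean, with starting fluorescence within 5 SD of its mean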;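 also: negative B-score means less thallium flux so channel inhibition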
RGS4 pot = potentiators or activators of RGS4. HEK293 M3R/inducible RGS4, carbachol calcium flux Fluo4; hits give low values. B-score at 10 µM. actives 0.92% (n = 310,000). AID 463111;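 active = B-score of the integrated calcium signal more than 4 SD below the library mean, with starting fluorescence not abnormally high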;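 also: negative B-score means reduced calcium response which marks RGS4 activation or potentiation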
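Test system: HEK293 cells with stable M3R and inducible RGS4; also added: carbachol at ECmax as muscarinic agonist stimulus; schedule: dye loading 30 min 37 °C, buffer rest 30 min RT; technique: kinetic calcium fluorescence imaging with Fluo4-AM dye, 2 µM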
KCNQ1 inh = blocks the human KCNQ1 potassium channel. P51787. CHO-K1 KCNQ1, FluxOR thallium flux fluorescence; hits give high values. B-score at 10 µM. actives 1.3% (n = 310,000). AID 2642;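 active = compounds whose thallium flux B-score, printed positive for inhibition, exceeds three library SD while starting fluorescence stays within three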;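 also: channel opened by potassium depolarization with thallium stimulus after 20 min compound exposure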
Active calls of the source: *; i = inactive; x = no result given. These rows are one share of the data; count on the stated rates, not on these rows.

SMILES | PolyA inhibitor | hERG protect | DYRK1A inh | KCNK3 block | GSK3 alpha inh | KCNQ1 pot | GSK3B inh | HDAC3 inhib | KCNK9 block | RGS4 pot | KCNQ1 inh
COc1ccccc1C(=O)N1CCN(CCNC(=O)C(=O)Nc2ccc(Br)c(C)c2)CC1 | i | -6.3 | 2.0 | i | -2.1 | i | -3.3 | 6.2 | i | i | i
O=C(Nc1ccc(Oc2ccccc2)cc1)C1CCCO1 (centres undefined) | i | -2.8 | -6.7 | i | -2.2 | i | -0.8 | -1.3 | i | i | i
COc1ccc(C(C)=O)cc1COC(=O)CCC(=O)N(CC(C)C)c1c(N)n(CC(C)C)c(=O)[nH]c1=O | i | -6.5 | 13.4 | i | 1.1 | i | 1.8 | 0.0 | i | i | i
Cc1cc(N2CCN(C(=O)/C=C/C(=O)O)CC2)c2ccccc2n1 | i | -1.8 | 3.9 | i | 1.0 | i | -3.3 | -4.4 | i | i | i
Cn1c(NC(=O)CCC2CCCCC2)cc(=O)n(C)c1=O | i | -9.7 | 1.4 | i | -3.1 | i | -2.4 | -3.8 | i | i | i
Cc1nn(-c2ccccc2)c(C)c1C(=O)Oc1ccccc1 | i | -6.5 | x | i | 1.0 | i | 6.8 | 4.3 | i | i | i
O=S(=O)(c1ccccc1)N1N=C(c2cccs2)CC1c1ccc(Br)cc1 (centres undefined) | i | -10.8 | -0.7 | i | -0.5 | i | -0.5 | -3.8 | -13.4* | i | i
Cc1nn(Cc2ccccc2)c(Cl)c1/C=C/C(=O)OCC(=O)N1CCCC1=O | i | -15.6 | x | i | 3.8 | i | 2.2 | 7.8 | i | i | i
COc1cc(Cl)ccc1OCc1cc(C(=O)NC(C)Cc2cnccn2)no1 (centres undefined) | i | -9.4 | -0.7 | i | 1.1 | i | 2.5 | -5.7 | i | i | i
CCn1c(C)nc2cc(C(=O)N/N=C(\C)c3ccccc3O)ccc21 | i | -25.5 | x | i | 0.5 | i | -0.4 | 3.1 | i | i | i
COC(=O)c1ccccc1NC(=O)COC(=O)C1CCCCC1 | i | -23.1 | -1.2 | i | -1.8 | i | 3.5 | 1.5 | i | i | i
COc1ccc(-n2nc(C(=O)NCC(=O)N3CCN(Cc4ccc5c(c4)OCO5)CC3)c3ccccc3c2=O)cc1OC | i | -24.8 | x | i | 0.6 | i | 2.5 | -3.8 | i | i | i
Cc1ccccc1N(CC(=O)NCc1ccccc1)C(=O)CCC(=O)Nc1nccs1 | i | -10.7 | 5.7 | i | 2.4 | i | x | -0.3 | i | i | i
CC1(C)Cc2c(ccc3ccccc23)/C(=C/C(=O)N2CCCCC2)N1 | i | -7.1 | 15.8 | i | 1.2 | i | 0.8 | -0.3 | i | i | i
CCCCN(CC)c1nc(-c2ccncc2)nc2ccccc12 | i | -29.4 | 11.5 | i | 12.2 | i | -2.7 | 4.4 | i | i | i
CCOc1cc(CNC2CCCC2)ccc1OCc1ccccc1Cl | i | -20.6 | -0.2 | i | 3.8 | i | -2.0 | -5.0 | i | i | i
CCc1cc(=O)oc2cc(OC(C)C(=O)NCCCn3ccnc3)ccc12 (centres undefined) | i | -3.8 | -0.2 | i | -2.2 | i | -2.7 | -1.3 | i | i | i
O=C(Nc1ccccc1)n1ccc(-c2ccc(-n3ccnc3)cc2)n1 | i | -7.0 | x | x | 3.7 | i | -3.6 | 11.8 | i | i | i
O=C(NCc1ccccc1)N[C@@H](Cc1ccccc1)C(=O)O | i | -10.2 | x | i | -2.4 | i | 1.7 | 7.5 | i | i | i
S=C(c1ccccc1)N(c1ccccc1)c1ccccc1 | i | -2.7 | 5.3 | i | 1.1 | i | -2.7 | 8.6 | i | i | i
Cc1ccc(S(=O)(=O)N2C(=S)SCC2(C)C)cc1 | i | -8.8 | x | x | x | i | -1.3 | x | i | i | i
COc1ccc([N+](=O)[O-])cc1NC(=O)COC(=O)c1ccc(O)cc1 | i | -8.1 | 1.9 | i | -3.9 | i | 0.9 | 3.3 | i | i | i
CCn1cnc2cc(NCc3ccc(Cl)cc3)ccc21 | i | -8.9 | 1.1 | i | -2.3 | i | -1.7 | -4.0 | i | i | i
O=C(N/N=C/c1ccco1)C1CC(=O)N(c2ccccc2)C1 (centres undefined) | i | -12.2 | 3.4 | i | x | i | 0.5 | 7.5 | i | i | i
COc1ccc(N(CC(=O)Nc2cc(C)ccc2C)S(=O)(=O)c2c(C)[nH]c(=O)[nH]c2=O)cc1 | i | -10.7 | -6.5 | i | -2.8 | i | 2.0 | -6.4 | i | i | i
O=C(CCl)NCCNC(=O)c1cc(OCC(F)(F)F)ccc1OCC(F)(F)F | i | -9.6 | 1.3 | i | 0.7 | i | 2.8 | 3.4 | i | i | i
Cc1ccc(S(=O)(=O)CC(=O)NC(C)(C)C)cc1 | i | -7.9 | -4.7 | i | -1.3 | i | 1.9 | 1.1 | i | i | i
CCCOc1ccc(C(=O)NNC(=O)c2cccc(S(=O)(=O)N3CCN(C(C)=O)CC3)c2)cc1OC | i | -8.6 | -7.7 | i | 0.2 | i | 2.4 | -5.4 | i | i | i
OCCN(CCO)CC(O)Cn1c2ccccc2c2ccccc21 (centres undefined) | i | 1.1 | 1.0 | i | 16.2 | i | -2.0 | 0.0 | i | i | i
CCCc1[nH]n(-c2ccc([N+](=O)[O-])cc2)c(=O)c1C=NCCN1CCNCC1 | i | -0.8 | x | x | 2.2 | i | 1.5 | -0.9 | i | i | i
COCCn1c(CN2CCN(C(=O)c3ccco3)CC2)nc2c1c(=O)n(C)c(=O)n2C | i | -6.1 | 3.0 | i | -1.9 | i | 1.5 | -2.5 | i | i | i
COCCCn1c(C)c(C(C)=O)cc(NC(=O)c2ccccc2)c1=O | i | -6.4 | -2.5 | i | 0.5 | i | 6.0 | -0.5 | i | i | i
COc1ccc(C2c3c(oc4ccccc4c3=O)C(=O)N2CC2CCCO2)cc1 (centres undefined) | i | -3.5 | -2.4 | i | -3.0 | i | 2.1 | 0.9 | i | i | i
O=S(=O)(NCc1ccccc1)c1ccc(NC(=S)NCc2ccco2)cc1 | i | -9.4 | 7.0 | i | 6.3 | i | -2.2 | -0.1 | i | i | i
CC(=O)C(Cc1ccccc1)NC(=O)CCl (centres undefined) | i | 2.8 | x | i | -0.2 | i | 1.5 | 4.2 | i | i | i
COc1ccc(/C(C)=N/NC(=S)NCCc2ccccc2)cc1 | i | -8.8 | 10.2 | i | 0.8 | i | 2.8 | -1.7 | i | i | i
CCCCn1c(N)c(N(CC)C(=O)C2=COCCO2)c(=O)[nH]c1=O | i | -14.9 | -5.0 | i | -0.9 | i | 0.6 | -1.7 | i | i | i
COc1cc(C2Nc3ccc4ncccc4c3C3=C2C(=O)CCC3)cc(OC)c1OC (centres undefined) | i | -19.7 | -1.5 | i | 4.2 | i | -0.5 | 0.8 | i | i | i
CCc1cccc(C)c1NC(=O)C1CCCO1 (centres undefined) | i | -10.3 | 11.7 | i | -1.2 | i | -3.1 | 10.4 | i | i | i
COc1ccc(NC(=O)NC23CC4(C)CC(C)(CC(C)(C4)C2)C3)cc1OC | i | -7.3 | 4.0 | i | -2.3 | i | 2.1 | x | i | i | i
COc1ccc(NC(=O)c2nnn(CC(=O)Nc3ccc4c(c3)OCO4)c2N)cc1OC | i | -6.4 | -3.2 | i | 1.9 | i | 1.2 | -1.9 | i | i | i
COc1ccc(NC(=O)CS(=O)CC(=O)NC2CCCc3ccccc32)cc1 (centres undefined) | i | -20.2 | -5.7 | i | -0.4 | i | 1.3 | -7.6 | i | i | i
O=C(N/N=C/c1cc2c(c([N+](=O)[O-])c1)OCO2)c1ccncc1 | i | -7.2 | 0.8 | i | 4.8 | i | 0.5 | 3.0 | i | i | i
Nn1cnnc1SCC(=O)N(C1CCCCC1)C1CCCCC1 | i | -5.3 | -6.0 | i | -0.8 | i | 1.9 | -2.3 | i | i | i
COc1cc(S(=O)(=O)N2CCN(c3ccc(F)cc3)CC2)ccc1Cl | i | -1.9 | -7.0 | i | -2.1 | i | 1.4 | 3.2 | i | i | i
O=C(Nc1nccs1)Oc1ccccc1 | i | -17.8 | 21.9 | i | -1.7 | i | -6.2 | 0.8 | i | i | i
CC(C)Sc1nnc(NC(=O)CCc2ccccc2)s1 | i | -12.7 | x | i | -1.2 | i | -2.6 | -1.6 | i | i | i
CC(NC(=O)C1CCCC1)C1CC2CCC1C2 (centres undefined) | i | -5.2 | -1.9 | i | -0.6 | i | -2.7 | -4.0 | i | i | i
COc1ccc(Cl)cc1NC(=S)NCCc1c[nH]c2ccccc12 | i | -14.3 | -4.4 | i | 0.7 | i | -2.1 | 14.4 | i | i | i
COCc1cc(C)nc(SCC(=O)Nc2cccc3cccnc23)c1C#N | i | -10.1 | 6.7 | i | -1.0 | i | -1.4 | 0.4 | i | i | i
Cc1cc(C)c2c(c1)c1nnc(SCCN3CCCCC3)nc1n2C | i | -6.4 | 0.5 | i | x | i | -1.3 | x | i | i | i
CCN(C(=O)c1cc(Cl)ccc1OC)C1CCCCC1 | i | -10.4 | 5.8 | i | 0.9 | i | 1.0 | 3.3 | i | i | i
CCOC(=O)CN1C(=O)C(O)=C(C(C)=O)C1c1ccccc1 (centres undefined) | i | -7.3 | -2.6 | i | -2.7 | i | -0.7 | -3.1 | i | i | i
Cc1cc(C)c(NC(=O)CSc2nc(=O)n(CCN3CCOCC3)c3c2CCC3)c(C)c1 | i | -10.6 | -1.9 | i | 0.3 | i | -1.7 | -0.7 | i | i | i
O=C(COc1coc(CN2CCN(c3ccccc3)CC2)cc1=O)NC1CCCC1 | i | -12.5 | -4.8 | i | -0.3 | i | -0.7 | x | i | i | i
CC(C)(C)OCC(NC(=O)C(CC(N)=O)NC(=O)OC(C)(C)C)C(=O)OC(C)(C)C (centres undefined) | i | -12.0 | -3.3 | i | 0.1 | i | 0.9 | 6.2 | i | i | i
CCOc1ccc(NC(=O)Nc2ccccc2SC)cc1 | i | -3.5 | -1.5 | i | -3.0 | i | -1.2 | 0.1 | i | i | i
CCc1[nH]nc2c1C(c1ccc(C)o1)C(C#N)=C(N)O2 (centres undefined) | i | -13.6 | 4.3 | i | 6.1 | i | -1.9 | -0.2 | i | i | i
Cn1c(COc2ccccc2)nnc1SCc1nc2ccccc2[nH]1 | i | 0.1 | -1.7 | i | -2.4 | i | 2.1 | 1.3 | i | i | i
